Bcl-B displacement: displacers of TR3 peptide from Bcl-B, primary screen, selectivity assay for Bfl-1 inhibitor project, biochemical, fluorescence polarization. FP displacement of FITC-TR3 peptide from Bcl-B; higher % means a stronger effect. displacement, % at 20 µM, or IC50 in µM where a hit was titrated. actives 0.11% (n = 96,000). AID 748;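 active = displacement above 50% at 20 µM plus a fluorescence interference ratio under 1.5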;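 note: plate controls were wells without compound for no effect and wells lacking Bcl-B protein for full effect; a part of the inactive calls stands beside numbers as strong as those of hits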
MRP resist rev: compounds reversing MRP-mediated drug resistance. differential viability (reversal), % at 10 µM. actives 0.04% (n = 85,000). H69AR cells + 2 uM doxorubicin, CellTiter-Glo, 72 h;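 active = viability drop by adding the cancer drug above about 55%, with treated viability meeting a 40% cutoff, limit read from the data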;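 note: viability without doxorubicin minus viability with 2 µM doxorubicin for each compound; larger differential means the compound sensitizes cells more to doxorubicin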
IL1B NFkB inh: blocks IL-1B driven NFkB nuclear translocation in HUVEC cells; HUVEC IL-1B NFkB p65 nuclear translocation imaging; actives 0.43% (n = 94,000); inhibition, % at 2 µM;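 active = inhibition above about 30% together with a positive call from visual inspection of the well image, limit read from the data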;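 note: nuclear over cytoplasmic p65 intensity ratio measured by imaging; 0% = IL-1B stimulated DMSO wells and 100% = unstimulated DMSO wells; values of inactives mirror those of a sister screen read the other way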
IL1B NFkB pot: enhances IL-1B driven NFkB nuclear translocation. activation, % at 2 µM. actives 0.3% (n = 94,000). HUVEC IL-1B NFkB p65 nuclear translocation imaging. AID 819;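 active = activation above 40%, about the mean plus 3 SD, also judged a hit on visual image review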;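 note: percent activation is computed from the nuclear over cytoplasmic p65 intensity ratio; values of inactives mirror those of a sister screen read the other way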
PLAP inhibition: inhibition of human placental alkaline phosphatase – biochemical, luminescence, HTS (AID 690); purified PLAP, luminescent substrate; higher % means a stronger effect; one-dose inhibition, % at 20 µM; IC50 in µM for titrated hits; actives 0.08% (n = 96,000); in the data active = a potency from the dose series; inactive = the rest, 99 in 100 with inhibition below about 30%; note: strong numbers were not always called active
MRP resist rev cytotoxicity: second read-out of MRP resist rev, no call of its own (marks repeat the call); viability, %; H69AR cells, CellTiter-Glo, 72 h; measured here: cytotoxicity without doxorubicin
MRP resist rev with doxorubicin: second read-out of MRP resist rev, no call of its own (marks repeat the call); viability, %; measured here: viability with 2 uM doxorubicin; active compounds read low
IL1B NFkB inh cell count 2 µM: also measured in IL1B NFkB inh; calls as there; cell count; measured here: cells passing quality filter;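 raw number of nuclei counted in each imaged well without normalization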
IL1B NFkB pot cell count 2 µM: also measured in IL1B NFkB pot; calls as there; cell count; measured here: cells passing quality filter
Active calls of the source: *; · = no result given.

SMILES	Bcl-B displacement	MRP resist rev	MRP resist rev cytotoxicity	MRP resist rev with doxorubicin	IL1B NFkB inh	IL1B NFkB inh cell count 2 µM	IL1B NFkB pot	IL1B NFkB pot cell count 2 µM	PLAP inhibition
COc1ccc(C)cc1-n1nnnc1SCc1csc(C)n1	1%	19	88	70	5	123	-5	123	-65%
CCN(CC)S(=O)(=O)c1ccc(-c2nnc(SCc3nnc(-c4ccc(C)cc4)o3)o2)cc1	-4%	-2	3	5	-19	150	19	150	17%
Cc1nn(C)c(C(=O)NNC(=S)Nc2ccc(F)cc2)c1[N+](=O)[O-]	-1%	·	·	·	-9	153	9	153	-230%
Cc1cc(NC(=O)CSc2nc(C(C)C)nc3sc4c(c23)CCC(C)C4)no1 (stereo not drawn)	·	-3	6	9	10	117	-10	117	·
COC(=O)CSc1cc(C)nc(NC(C)=O)n1	-2%	34	106	72	-6	158	6	158	10%
CCn1ncc(/C=N\NC(=O)c2ccc3c(c2)c(C)c(C)n3Cc2ccccc2)c1C	-45%	·	·	·	-16	133	16	133	·
Cc1ccc(NC(=O)C/C(N)=N/O)cc1C	2%	·	·	·	3	138	-3	138	-5%
CCCOc1ccc(NC(=O)c2c(-c3ccccc3)noc2C)cc1	2%	10	87	76	4	134	-4	134	4%
CSc1ccccc1NC(=O)Cn1c(-c2cscn2)nc2ccccc21	-11%	8	89	81	-2	149	2	149	23%
O=C1CC(c2ccc(F)cc2)C2=C(CCCC2=O)N1 (stereo not drawn)	-2%	0	91	91	0	84	0	84	3%
CCOc1ccc(-c2nn3c(-c4ccc(OC)cc4)nnc3s2)cc1	-8%	2	84	83	·	·	·	·	-29%
NC(=O)C(F)(F)C12OC3C4C5CC(C6C5C3C61)C42 (stereo not drawn)	1%	-13	91	104	5	89	-5	89	12%
O=C(CN1C(=O)c2ccccc2C1=O)OCN1C(=O)c2ccccc2C1=O	·	-7	100	108	8	107	-8	107	·
CN1CC(=O)N(CC(=O)NCc2ccc3c(c2)OCO3)C1=O	7%	·	·	·	-14	173	14	173	10%
COCc1nnc(NC(=O)c2ccc(NC(=O)C(C)C)cc2)s1	1%	·	·	·	0	152	0	152	3%
Brc1ccc(-c2ccc(/C=N/Nc3nncc(-c4ccccc4)n3)o2)cc1	-4%	·	·	·	-5	172	5	172	16%
COc1ccc(C2C(C#N)=C(N)Oc3n[nH]c(C)c32)cc1Cn1nnc2ccccc21 (stereo not drawn)	0%	-25	63	88	-6	192	6	192	-99%
Cc1ccc(C)c(/C=N/NC(=S)NCCc2ccccc2)c1	-2%	·	·	·	25	202	-25	202	24%
CC1=C(C(=O)OC2CCCCC2)C(c2ccco2)C2=C(CC(C)(C)CC2=O)N1 (stereo not drawn)	-3%	4	70	66	-2	174	1	174	1%
CCCCn1c(SCC(=O)N2CCCCC2)nc2cc(S(N)(=O)=O)ccc21	10%	10	95	85	9	185	-9	185	-22%
CCCCn1c(=O)n(Cc2cccc(F)c2)c(=O)c2c1ncn2Cc1ccco1	3%	-6	87	93	-6	183	6	183	2%
Cc1nc2sc(C(c3ccc(Cl)cc3)N3CC(C)OC(C)C3)c(O)n2n1 (stereo not drawn)	-7%	0	102	103	4	91	-4	91	-38%
C=CCOc1c(CNc2ncn[nH]2)cccc1OCC	·	-5	91	97	3	94	-3	94	·
COc1ccc(NC(=O)C(C)N(c2ccc(C)cc2)S(C)(=O)=O)cc1 (stereo not drawn)	2%	16	102	86	5	93	-5	93	-54%
O=C(c1cccs1)N1CCN(S(=O)(=O)Cc2ccccc2)CC1	·	-7	103	110	-36	156	36	156	·

(more compounds)
SMILES	Bcl-B displacement	MRP resist rev	MRP resist rev cytotoxicity	MRP resist rev with doxorubicin	IL1B NFkB inh	IL1B NFkB inh cell count 2 µM	IL1B NFkB pot	IL1B NFkB pot cell count 2 µM	PLAP inhibition
O=C(O)C1C2C=CC(C2)C1C(=O)Nc1ccc(C(=O)N2CCCCC2)cc1 (stereo not drawn)	2%	15	92	78	-23	116	23	116	-17%
Cc1ccc2c(c1)CCCN2C(=O)c1c(C)noc1C	2%	-7	91	98	7	37	-7	37	-19%
O=c1cc(CN2CCN(S(=O)(=O)c3ccc4c(c3)OCCO4)CC2)c2ccc(O)cc2o1	0%	·	·	·	-8	129	8	129	-59%
Cc1ccccc1C(=O)NC(NCc1ccco1)C(Cl)(Cl)Cl (stereo not drawn)	-12%	·	·	·	1	175	-1	175	8%
Cc1ccc2cc(CN(CCCN(C)C)C(=O)NCc3ccccc3)c(=O)[nH]c2c1C	6%	-3	89	92	18	62	-18	62	-68%
c1ccc2c(c1)oc1c(NCCN3CCOCC3)ncnc12	-13%	3	93	90	-7	113	7	113	-7%
C#CCSc1nc(-c2cccs2)ccc1C#N	0%	-20	43	63	5	94	-5	94	21%
COc1ccc(S(=O)(=O)N2CC(O)CC2C(=O)OCC(=O)Nc2ccc(Cl)cn2)cc1 (stereo not drawn)	-6%	19	102	84	-3	52	3	52	-26%
CCCCC(=O)NC(=S)Nc1ccccc1C(=O)Nc1ccccc1	-9%	·	·	·	4	106	-4	106	3%
CC(=O)Nc1cccc(N2C(=O)CC(Cc3ccccc3)C2=O)c1 (stereo not drawn)	-12%	7	91	84	·	·	·	·	2%
Cc1ccc(CSc2nc3sc(C)c(C)c3c(=O)n2Cc2ccco2)cc1	-12%	·	·	·	-4	158	4	158	-6%
CN1CC(=O)N(CCOc2ccccc2)C1=O	-6%	3	103	100	·	·	·	·	-9%
CC(=O)Cc1nsc(Nc2ccccc2)n1	-1%	-2	99	101	-9	173	9	173	-12%
CCOc1ccccc1-c1nc(C(N)=O)c2[nH]c(=O)n(-c3ccccc3)c2n1	3%	-5	58	63	-11	110	11	110	-16%
COCCNC(=O)C(OC(=O)c1ccco1)c1ccccc1OC (stereo not drawn)	3%	-1	107	108	8	79	-8	79	9%
CCc1nnc(NC(=O)c2ccc(S(=O)(=O)N3CCCCCC3)cc2)s1	-1%	1	105	105	-25	139	25	139	-16%
C=CCNC(=O)CSc1nc2sc(C)c(C)c2c(=O)[nH]1	4%	-11	83	94	-4	41	4	41	6%
COc1ccc2oc(=O)c(NC(=O)C3CCCCC3)cc2c1	7%	·	·	·	-7	186	7	186	1%
Cc1c(C(=O)Nn2cnnc2)oc2ccccc12	6%	-9	82	92	-3	159	3	159	2%
CC(=O)Nc1ccc(S(=O)(=O)Nc2c(C)nn(-c3ccccc3)c2C)cc1	0%	-24	49	72	-3	186	3	186	3%
COc1ccc2[nH]cc(/C=C(/C#N)S(=O)(=O)c3ccccc3)c2c1	-268%	14	98	84	7	169	-7	169	-11%
Cc1ccc(Cl)cc1NC(=O)C1CCCN(S(=O)(=O)c2c(C)noc2C)C1 (stereo not drawn)	-5%	·	·	·	-9	215	9	215	8%
COCCn1c(SCC(=O)c2ccc3c(c2)OCCO3)nnc1C(C)C	-2%	-12	79	91	-18	117	18	117	-14%
COc1cccc(-n2cc(C(=O)O)c3ccccc3c2=O)c1	-11%	11	94	83	-19	130	19	130	-2%
COc1ccc2c(c1)c1nc3ccccc3nc1n2CCn1c(=O)oc2ccccc21	-2%	·	·	·	6	119	-6	119	18%

A draw from above in order of formula weight, largest number first:
SMILES	Bcl-B displacement	MRP resist rev	MRP resist rev cytotoxicity	MRP resist rev with doxorubicin	IL1B NFkB inh	IL1B NFkB inh cell count 2 µM	IL1B NFkB pot	IL1B NFkB pot cell count 2 µM	PLAP inhibition
CCc1nnc(NC(=O)c2ccc(S(=O)(=O)N3CCCCCC3)cc2)s1	-1%	1	105	105	-25	139	25	139	-16%
CC(=O)Nc1ccc(S(=O)(=O)Nc2c(C)nn(-c3ccccc3)c2C)cc1	0%	-24	49	72	-3	186	3	186	3%
CCOc1ccccc1-c1nc(C(N)=O)c2[nH]c(=O)n(-c3ccccc3)c2n1	3%	-5	58	63	-11	110	11	110	-16%
Cc1ccccc1C(=O)NC(NCc1ccco1)C(Cl)(Cl)Cl (stereo not drawn)	-12%	·	·	·	1	175	-1	175	8%
COCCNC(=O)C(OC(=O)c1ccco1)c1ccccc1OC (stereo not drawn)	3%	-1	107	108	8	79	-8	79	9%

Later entries.
SMILES	Bcl-B displacement	MRP resist rev	MRP resist rev cytotoxicity	MRP resist rev with doxorubicin	IL1B NFkB inh	IL1B NFkB inh cell count 2 µM	IL1B NFkB pot	IL1B NFkB pot cell count 2 µM	PLAP inhibition
CC(=O)Nc1ccc(-c2ccccc2)s1	0%	13	99	86	-4	127	4	127	-9%
O=C1C2ON(c3ccccc3)C(c3ccncc3)C2C(=O)N1c1ccccc1 (stereo not drawn)	-8%	·	·	·	-30	211	30	211	-2%
CC(=O)Nc1cc(C(N)=O)c(Cl)cc1Cl	10%	10	101	91	-17	145	17	145	-1%
COc1ccc(CNc2nc(NCc3ccc(OC)cc3)n(C(C)=O)n2)cc1	5%	26	111	85	-1	143	1	143	16%
COc1cccc(C(=O)c2cc3ccc(O)cc3oc2=O)c1	19%	6	68	63	-10	157	10	157	3%
Cc1cc(C)cc(C(=O)N2CCC(C(N)=O)CC2)c1	-3%	15	101	86	-26	170	26	170	-2%
COc1ccc(NC(=O)/C(Cl)=C(/Cl)S(=O)Cc2ccccc2)cn1 (stereo not drawn)	-20%	0	2	1	65*	69*	-84	52	24%
C=CCc1ccccc1OCC(O)CN1CCN(c2ccccc2OC)CC1 (stereo not drawn)	-5%	8	83	75	7	109	-7	109	-73%
Cc1noc(C)c1C(=O)Nc1c(F)cc(F)cc1Br	-3%	·	·	·	-17	142	17	142	0%
CCOC(=O)Nc1ccc2c(c1)N(C(=O)CCN1CCN3CCCC3C1)c1ccccc1CC2 (stereo not drawn)	16%	1	98	96	3	137	-3	137	-93%
CCS(=O)(=O)N1CCCC(C(=O)NC2CCC(C)CC2)C1 (stereo not drawn)	-8%	12	111	100	-5	112	5	112	18%
COc1cccc(Cn2c(-c3nonc3N)nc3ccccc32)c1	2%	-31	24	55	5	140	-5	140	19%
COc1ccc(C(=O)COC(=O)[C@H](C)Nc2ccc(C(F)(F)F)cc2[N+](=O)[O-])cc1	-47%	-1	70	71	3	43	-3	43	16%
COc1ccccc1CNC(=O)c1ccoc1C	-6%	8	94	86	10	104	-10	104	-36%
O=C(NCCN1CCOCC1)C1CCN(Cc2ccccc2O)CC1	-10%	-9	95	104	-3	35	3	35	6%

Some values from the results shown.
`COc1cccc(C(=O)c2cc3ccc(O)cc3oc2=O)c1` – MRP resist rev cytotoxicity: 68
`COc1ccc(CNc2nc(NCc3ccc(OC)cc3)n(C(C)=O)n2)cc1` – PLAP inhibition: 16%

Filtered by structure, the entries above containing a Cl atom (six)
SMILES	Bcl-B displacement	MRP resist rev	MRP resist rev cytotoxicity	MRP resist rev with doxorubicin	IL1B NFkB inh	IL1B NFkB inh cell count 2 µM	IL1B NFkB pot	IL1B NFkB pot cell count 2 µM	PLAP inhibition
Cc1nc2sc(C(c3ccc(Cl)cc3)N3CC(C)OC(C)C3)c(O)n2n1 (stereo not drawn)	-7%	0	102	103	4	91	-4	91	-38%
Cc1ccccc1C(=O)NC(NCc1ccco1)C(Cl)(Cl)Cl (stereo not drawn)	-12%	·	·	·	1	175	-1	175	8%
COc1ccc(S(=O)(=O)N2CC(O)CC2C(=O)OCC(=O)Nc2ccc(Cl)cn2)cc1 (stereo not drawn)	-6%	19	102	84	-3	52	3	52	-26%
Cc1ccc(Cl)cc1NC(=O)C1CCCN(S(=O)(=O)c2c(C)noc2C)C1 (stereo not drawn)	-5%	·	·	·	-9	215	9	215	8%
CC(=O)Nc1cc(C(N)=O)c(Cl)cc1Cl	10%	10	101	91	-17	145	17	145	-1%
COc1ccc(NC(=O)/C(Cl)=C(/Cl)S(=O)Cc2ccccc2)cn1 (stereo not drawn)	-20%	0	2	1	65*	69*	-84	52	24%

From PubChem

These rows are one share of the data, so the mix of outcomes need not match the whole.
